# GSIS activator: GLuc luminescence reporter in INS-1E cells, primary screen for activators of glucose-dependent secretion of insulin. INS-1E GLuc reporter insulin secretion, 2-3 h. activation, % at 16.6 µM. 370,000 tested, 0.61% active. AID 743287;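 active means lowest replicate activation of at least 40%, so every replicate reaches that level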;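 further: 0% = median of neutral control wells and 100% = median of IBMX positive control wells; some compounds called inactive have numbers as strong as hits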
# F508del corr: correctors of CFTR F508del function in bronchial epithelial cells | CFBE cells, YFP halide quenching; stimulated with forskolin plus potentiator P3; % fluorescence drop versus neutral controls | activity (quench increase), % at 7.58 µM | 350,000 tested, 0.36% active;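 active means mean added fluorescence quench of at least 8% versus neutral control, with both replicates also reaching 8%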;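 further: cells transiently co-express mutant CFTR-F508del with the halide-sensitive YFP; corrector assay measuring rescue of mutant channel to the surface after 24 h compound exposure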
# esBAF inh: SWI/SNF esBAF complex inhibition. 350,000 tested, 2% active. reporter increase, % at 12.5 µM. mouse ES cells, Bmi1-luciferase knock-in reporter, 24 h; 100% = twice the neutral-well signal; in the data active means activation above about 40%;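 further: 0% = median of the plate's neutral control wells and 100% = double that signal; a rise in the Bmi1 reporter signal indicates esBAF inhibition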
# Xi reactivation: reactivates the inactive X chromosome in mouse fibroblasts | XiGFP mouse fibroblasts, % GFP-positive cells imaging, 3 d; cells co-treated with 5-aza-dC sensitizer; scaled so ellipticine positive control = 100% | activation, % at 7.58 µM | 360,000 tested, 0.055% active | AID 743238;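 active means mean normalized replicate activation at least 10% and every replicate at or above 10%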;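 further: 0% = median of on-plate neutral control wells and 100% = ellipticine 6 µM median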
#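 Material: SV40-immortalized XiGFP fibroblast cells, line 68-5-11 | Buffer or medium: DMEM containing 5-aza-dC | Dosing: One concentration, pinned | Times: 3 d treatment, 15 min room-temperature fixation | Controls: Ellipticine 6 µM positive control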
# ARNT TACC3 PPI: ARNT/TACC3 interaction disruption; Q9Y6A5; AlphaScreen His-ARNT PAS-B/GST-TACC3 binding, luminescence; TACC3 fragment carries E629A point mutation; inhibition, % at 9.99 µM; 390,000 tested, 0.66% active;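 active means mean inhibition of replicates at least 50% and at least half of replicates each reaching 50%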;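 further: 0% = complete ARNT plus TACC3 wells and 100% = ARNT alone without TACC3; many hits fall short of the cut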
# RAD54 inh: inhibitors of human RAD54 branch migration | 360,000 tested, 0.14% active | inhibition, % at 10.4 µM | RAD54 Holliday junction branch migration, FAM/BHQ fluorescence;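 active means mean normalized replicate activity at least 40 and at least half of replicates scoring 40 or more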;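 further: 0% = median of neutral control wells and 100% = median of positive control wells; inhibitors cause a drop in the FAM fluorescence signal; in these data hits start at about 50%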
# RAD52 inh: blocks human RAD52 DNA annealing; P43351; recombinant RAD52 DNA annealing, FRET fluorescence; inhibition, % at 18.7 µM; 360,000 tested, 0.46% active;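 active means every replicate showing at least 50% inhibition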
# ERAP1 inh: blocks human ERAP1 aminopeptidase activity | Q9NZ08 | recombinant ERAP1, Leu-AMC fluorescence, 60 min | inhibition, % at 10.7 µM | 340,000 tested, 0.15% active;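 active means mean replicate inhibition of at least 30%, or all replicates individually reaching that 30% level; inactive means mean below 30% and not every replicate reaching it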;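 further: 0% = neutral control wells and 100% = L-leucinethiol positive control wells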
# Target sequence (Q9NZ08 whole entry, looked up): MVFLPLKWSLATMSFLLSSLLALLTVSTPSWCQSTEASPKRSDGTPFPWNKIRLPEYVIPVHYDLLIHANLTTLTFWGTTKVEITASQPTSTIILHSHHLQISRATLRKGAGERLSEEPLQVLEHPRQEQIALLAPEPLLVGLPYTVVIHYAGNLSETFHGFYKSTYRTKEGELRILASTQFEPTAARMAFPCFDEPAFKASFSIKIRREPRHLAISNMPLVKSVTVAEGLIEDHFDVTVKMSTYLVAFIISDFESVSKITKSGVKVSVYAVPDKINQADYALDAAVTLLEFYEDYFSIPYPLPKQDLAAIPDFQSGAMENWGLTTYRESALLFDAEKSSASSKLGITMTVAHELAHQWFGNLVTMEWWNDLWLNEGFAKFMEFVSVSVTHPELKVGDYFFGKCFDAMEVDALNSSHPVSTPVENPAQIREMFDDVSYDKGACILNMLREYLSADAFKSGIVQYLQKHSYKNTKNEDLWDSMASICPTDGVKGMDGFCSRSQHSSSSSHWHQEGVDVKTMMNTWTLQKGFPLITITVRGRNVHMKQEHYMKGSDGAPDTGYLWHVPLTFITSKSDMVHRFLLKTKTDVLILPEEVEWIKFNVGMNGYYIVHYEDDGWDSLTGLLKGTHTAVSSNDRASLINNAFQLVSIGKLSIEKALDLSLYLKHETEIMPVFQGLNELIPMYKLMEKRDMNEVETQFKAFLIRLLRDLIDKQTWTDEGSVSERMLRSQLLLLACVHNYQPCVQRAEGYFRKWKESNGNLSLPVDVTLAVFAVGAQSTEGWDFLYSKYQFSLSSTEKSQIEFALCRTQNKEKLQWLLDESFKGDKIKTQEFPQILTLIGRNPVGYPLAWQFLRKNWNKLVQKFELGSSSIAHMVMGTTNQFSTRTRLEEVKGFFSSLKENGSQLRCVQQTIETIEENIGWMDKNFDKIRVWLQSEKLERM
# The depositor's hits bear a star; · = not tested or not shown.
# The line under a structure holds: GSIS activator | F508del corr | esBAF inh | Xi reactivation | ARNT TACC3 PPI | RAD54 inh | RAD52 inh | ERAP1 inh
COc1ccc(NC(=O)C(=O)Nc2cccc3cccnc23)cc1OC
  1.0 | 2.8 | 10.2 | -0.1 | 22.5 | 6.5 | -5.1 | -3.0
CC(C)(C)NCc1cc(Cl)ccc1OCc1ccccc1F
  -2.9 | 3.6 | · | 0.3 | · | · | 7.9 | -1.1
C[C@H]1CN([C@@H](C)CO)C(=O)c2cccc(NC(=O)c3ccc(-c4nccs4)cc3)c2O[C@H]1CN(C)C(=O)Nc1ccc(C(F)(F)F)cc1
  -21.4 | 0.4 | 0.9 | 0.2 | 3.9 | 12.2 | 18.9 | -0.8
COc1cccc(NC(=S)N2CCC(NC(=O)c3ccco3)CC2)c1
  17.0 | 0.0 | 1.8 | 0.4 | -3.7 | -1.7 | -4.6 | -3.1
CC1=C(C(=O)OCC2CCCO2)C(c2ccsc2)C2=C(CC(C)(C)CC2=O)N1 (stereo not given)
  -11.9 | 1.2 | · | -0.4 | -3.0 | · | -9.7 | 11.5
COc1ccc([C@H]2CC(=O)C=C(c3ccc4ncccc4c3)C2)cc1
  2.0 | -1.3 | 35.2 | 0.0 | 0.2 | 2.9 | -86.7 | ·
C/C(=N\NS(=O)(=O)c1ccc(C(C)(C)C)cc1)c1ccccc1
  -6.9 | -0.5 | -6.4 | 0.2 | 7.8 | 7.0 | -10.9 | -6.4
O=C(c1ccc(COc2ccc(Cl)cc2Cl)o1)N1CCCC1
  -45.2 | 1.0 | 17.6 | -0.1 | · | 15.7 | -15.1 | -0.9
COc1cccc(CNC(=O)C[C@@H]2CC[C@@H](NC(=O)C3CCC3)[C@@H](CO)O2)c1
  10.4 | 0.9 | 1.0 | -0.4 | 1.5 | 0.2 | 1.0 | -3.8
COc1ccc(S(=O)(=O)Nc2cc3c4c(c2)CCN4C(=O)CC3)cc1
  -0.6 | 0.8 | -1.8 | 0.1 | -7.8 | 0.2 | -1.4 | -0.1
C[C@H]1CN([C@@H](C)CO)C(=O)Cc2cc(NC(=O)CCN3CCOCC3)ccc2O[C@H]1CN(C)Cc1ccccc1
  0.1 | 2.2 | -0.5 | 0.4 | -3.6 | 0.0 | 5.4 | -0.7
CCOC(=O)C1=C(COC(=O)c2cc(S(=O)(=O)N(C)C)ccc2C)NC(=O)NC1C (stereo not given)
  -4.0 | 3.0 | -5.4 | 0.0 | · | 5.7 | -8.5 | -1.6
CCc1ccccc1CC1CN(Cc2ccccc2)Cc2ccccc2N1c1ccc(OC)cc1 (stereo not given)
  -50.8 | 1.7 | · | 0.0 | · | · | -19.6 | 1.1
CC(C)C#Cc1ccc2c(c1)O[C@@H](CN(C)Cc1cccnc1)[C@H](C)CN([C@H](C)CO)S2(=O)=O
  25.5 | 2.0 | 5.8 | -0.2 | 16.7 | -1.7 | 8.1 | 7.7
CCN(CC(=O)Nc1ccccc1C(F)(F)F)C(=O)c1cc(-c2cccs2)nn1-c1ccccc1
  -6.6 | 0.3 | -1.0 | 0.0 | -4.6 | -2.0 | -8.7 | 2.9
O=C(CN(CC1CCCO1)C(=O)CNS(=O)(=O)c1ccc(Cl)cc1)NCc1ccc(F)cc1 (stereo not given)
  -2.6 | 2.0 | -1.9 | 0.1 | 1.0 | 1.6 | -19.8 | -0.6
CC1CCN(C(=O)CSc2nc(C(C)C)nc3c2c(=O)n(C)c(=O)n3C)CC1
  -40.6 | 1.8 | -9.5 | 0.0 | -21.4 | -31.9 | -7.2 | -2.1
Cn1nc(SCc2ccccc2)c(=O)[nH]c1=O
  · | -1.9 | -2.0 | 0.4 | · | -13.4 | -13.9 | 4.1
COC(=O)c1cccc(C(=O)Nc2ccc(C)cc2)n1
  1.2 | · | 29.0 | · | 0.5 | 3.9 | · | ·
COc1ccccc1C(=O)NCCC(=O)N1CCN(c2ccc(C(F)(F)F)cn2)CC1
  -4.3 | -1.0 | -2.9 | 0.0 | 0.7 | -1.5 | -0.7 | 1.0
CO[C@H]1CN(C)C(=O)c2cc(NC(=O)Nc3ccccc3)ccc2OC[C@H](C)N(CC2CC2)C[C@H]1C
  -0.5 | 0.5 | 7.1 | 0.1 | -1.9 | -7.3 | 6.7 | -1.2
COc1cc2c(cc1NC(=O)c1cc(-c3cccnc3)nc3ccc(C)cc13)oc1ccccc12
  -4.3 | 1.1 | · | · | 1.5 | · | -7.6 | -2.8
CC(C)(C)c1ccc(-c2nnc(N)s2)cc1
  -2.5 | -6.1 | 30.0 | 0.1 | -5.2 | -1.2 | -4.4 | 0.1
COc1cccc(NC(=O)N[C@@H]2C=C[C@H](CC(=O)N3CCOCC3)O[C@H]2CO)c1
  -2.9 | -2.0 | -1.0 | 0.0 | -7.7 | 0.5 | -11.5 | 0.4
C[C@@H]1CN([C@H](C)CO)C(=O)c2cc(NS(=O)(=O)c3ccc(F)cc3)ccc2O[C@@H]1CN(C)C(=O)Nc1ccc(C(F)(F)F)cc1
  -9.3 | 0.5 | 2.8 | -1.2 | 9.8 | 2.4 | 22.8 | -1.8
NC(=S)N/N=C/c1ccc(-c2ccc([N+](=O)[O-])cc2)o1
  9.3 | 2.9 | · | 1.1 | -4.2 | · | -19.3 | -2.9
CC(C)Cc1ccc(C(C)CC2=CCC(CN(C)C)C2=O)cc1 (stereo not given)
  · | · | 6.3 | 0.0 | -11.2 | · | 16.4 | -8.1
COc1cc(OC)cc(C2=Cc3ccccc3C(CC(=O)c3ccco3)N2c2ccc(-c3ccc(C(N)=O)cc3)cc2)c1 (stereo not given)
  -6.7 | -2.4 | · | -0.1 | · | · | -17.9 | 2.1
CCCNC(=O)Nc1ccc2c(c1)C(=O)N(C)C[C@H](OC)[C@@H](C)CN(Cc1ccc(-c3ccccn3)cc1)[C@H](C)CO2
  -39.2 | 1.4 | 42.0* | -0.2 | -1.1 | -6.3 | 4.0 | 0.0
O=C1CN(C(=O)/C=C/c2ccc(Cl)cc2Cl)CCN1
  3.0 | 3.9 | 39.6 | 0.3 | 3.1 | -2.0 | 4.8 | -3.4

# Going on with the list:
molecule	GSIS activator	F508del corr	esBAF inh	Xi reactivation	ARNT TACC3 PPI	RAD54 inh	RAD52 inh	ERAP1 inh
COc1ccc(C2CCCN2C(=S)Nc2cccc(Cl)c2C)cc1OC (stereo not given)	3.6	-0.5	-1.7	0.1	-1.1	2.3	-20.1	2.1
CC(=O)N(C)C[C@H]1[C@@H](c2ccc(-c3ccccc3)cc2)[C@@H](CO)N1C(=O)C1CC1	-9.1	1.8	-0.1	-0.1	-5.6	4.5	-6.5	1.8
CSc1ccc(CN2CCN(C(=O)c3ccncc3)CC2)cc1	8.7	-1.9	·	0.5	6.6	·	-13.0	-4.3
COc1ccc(N(CC(=O)N2CCCCCC2)S(=O)(=O)c2ccccc2)cc1	7.1	2.3	1.7	0.0	-5.2	-1.3	-11.0	-2.7
CC(=O)Nc1ccc(NC(=O)COc2ccc(Br)cc2C)cc1	-5.3	1.7	6.6	-0.1	-8.7	-7.5	-3.1	1.9
O=C(O)c1ccc(S(=O)(=O)N2CCC(c3nc(-c4ccccc4Cl)no3)CC2)cc1	7.2	·	-3.1	·	-3.8	-2.9	·	·
COc1ccc(NS(=O)(=O)c2csc(C(=O)Nc3ccccc3)c2)cc1	-33.5	·	3.8	0.0	-9.7	8.1	-13.6	-1.1
COC(=O)C[C@H]1CC[C@H]2[C@@H](COc3ccc(NC(=O)c4ccccc4OC)cc3C(=O)N2C)O1	1.5	-0.6	·	0.2	·	·	2.5	-0.4
Cc1ccccc1NC(=O)N1CCCC(c2nc(-c3ccc(F)cc3)no2)C1 (stereo not given)	-22.1	·	18.1	·	-27.1	1.9	·	·
COc1ccc(CN(C)C[C@H]2OCCCC[C@H](C)Oc3ccc(NS(=O)(=O)c4ccc(F)cc4)cc3C(=O)N([C@H](C)CO)C[C@H]2C)cc1	-22.9	4.1	0.5	0.0	-3.9	-0.2	54.9*	-0.1
CC(C)(C)c1ccc(C(=O)NCCN2CCCC2)cc1	27.7	·	0.9	0.1	1.6	·	-16.0	9.8
CCC(=O)N(C)C[C@@H]1Oc2ncc(-c3ccc(F)cc3)cc2C(=O)N([C@@H](C)CO)C[C@@H]1C	-1.4	-0.4	3.4	-0.7	-11.5	-1.8	2.2	1.9
O=C1CCC(C(=O)N2CCOCC2)CN1Cc1cccc(C(F)(F)F)c1 (stereo not given)	-7.8	-4.4	1.2	0.0	-5.8	-2.8	5.0	-3.4
CCNC(COC(=O)c1ccc([N+](=O)[O-])cc1)C1CCCCC1 (stereo not given)	7.2	-2.9	·	-0.1	1.7	·	7.2	-3.9
CO[C@@H]1CN(C)C(=O)c2ccc(NS(=O)(=O)c3ccccc3)cc2OC[C@H](C)N(Cc2cccnc2)C[C@H]1C	-18.2	0.9	1.7	0.0	2.0	-4.6	-16.0	-2.3
OC[C@@H]1[C@@H](c2ccc(-c3ccccc3F)cc2)[C@@H]2CN(Cc3ccncc3)CCCCN12	-1.2	-0.3	·	0.0	12.5	0.7	·	·
O=C(O)c1ccc(N=Nc2c(O)[nH]c3ccccc23)cc1	·	-2.9	·	0.1	9.6	-25.9	-118.5	1.1
C[C@@H](O)C#Cc1cnc2c(c1)C(=O)N([C@@H](C)CO)C[C@H](C)[C@H](CN(C)C(=O)Cc1ccncc1)O2	12.1	-3.3	-3.7	0.0	-3.9	-6.2	-4.5	0.7
COc1ccc(/C=N/NC(=O)c2ccc(NC(=O)c3ccccc3Br)cc2)cc1	15.4	·	9.2	0.1	2.6	·	·	·
CCn1c(C)c(P(=O)(N2CCOCC2)N2CCOCC2)c2ccccc21	5.2	-0.3	·	0.0	0.1	·	-16.1	-3.0
O=c1[nH]c(/C=C/c2cccc([N+](=O)[O-])c2)c([N+](=O)[O-])c(=O)[nH]1	·	0.5	-6.7	0.0	3.3	8.6	-5.5	-12.1
Cc1ccccc1Nc1c(-c2cccnc2)nc2ccccn12	25.9	-1.2	-0.3	0.0	·	1.6	-8.8	-1.8
Cc1nnc(SCC(=O)N2CCCC2)n1-c1ccc(F)cc1	-10.0	0.9	-3.3	0.1	-4.0	1.2	-0.6	·

# Molecules above that have a Cl atom, in the order listed:
molecule	GSIS activator	F508del corr	esBAF inh	Xi reactivation	ARNT TACC3 PPI	RAD54 inh	RAD52 inh	ERAP1 inh
CC(C)(C)NCc1cc(Cl)ccc1OCc1ccccc1F	-2.9	3.6	·	0.3	·	·	7.9	-1.1
O=C(c1ccc(COc2ccc(Cl)cc2Cl)o1)N1CCCC1	-45.2	1.0	17.6	-0.1	·	15.7	-15.1	-0.9
O=C(CN(CC1CCCO1)C(=O)CNS(=O)(=O)c1ccc(Cl)cc1)NCc1ccc(F)cc1 (stereo not given)	-2.6	2.0	-1.9	0.1	1.0	1.6	-19.8	-0.6
O=C1CN(C(=O)/C=C/c2ccc(Cl)cc2Cl)CCN1	3.0	3.9	39.6	0.3	3.1	-2.0	4.8	-3.4
COc1ccc(C2CCCN2C(=S)Nc2cccc(Cl)c2C)cc1OC (stereo not given)	3.6	-0.5	-1.7	0.1	-1.1	2.3	-20.1	2.1
O=C(O)c1ccc(S(=O)(=O)N2CCC(c3nc(-c4ccccc4Cl)no3)CC2)cc1	7.2	·	-3.1	·	-3.8	-2.9	·	·

# Source: PubChem BioAssay
